Bioassay records as filed in PubChem.
LmPK inhibitor: qHTS Assay for Inhibitors of Leishmania Mexicana Pyruvate Kinase (LmPK) | Q27686 | purified LmPK, Kinase-Glo ATP luminescence, 1 h | Potency, µM (top dose mostly 57.5 µM), for inactives: top-dose activity change, negative = inhibition, most hits filed as inhibitors | actives 0.37% (n = 290,000) | AID 1721, 2009; further: potency means the concentration at half of the fitted maximal effect; on the % scale 0 is the no-effect control and ±100 the full control effect
Target sequence (Q27686 whole entry, looked up): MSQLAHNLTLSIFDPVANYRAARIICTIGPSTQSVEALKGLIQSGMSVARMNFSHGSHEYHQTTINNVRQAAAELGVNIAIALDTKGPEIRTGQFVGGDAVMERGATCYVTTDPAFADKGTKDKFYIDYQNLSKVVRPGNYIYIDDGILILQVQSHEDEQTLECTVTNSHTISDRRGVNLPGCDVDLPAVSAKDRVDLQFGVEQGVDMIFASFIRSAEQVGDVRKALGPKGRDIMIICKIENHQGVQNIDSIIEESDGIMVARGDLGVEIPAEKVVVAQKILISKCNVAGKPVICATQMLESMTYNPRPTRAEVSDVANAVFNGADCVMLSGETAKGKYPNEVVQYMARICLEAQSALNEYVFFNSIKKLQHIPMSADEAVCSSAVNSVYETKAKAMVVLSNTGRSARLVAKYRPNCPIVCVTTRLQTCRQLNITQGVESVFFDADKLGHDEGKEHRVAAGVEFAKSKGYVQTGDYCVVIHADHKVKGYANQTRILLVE
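In 50 mM imidazole pH 7.2 with 7 mM MgCl2, LmPK (0.1 nM) turned over PEP (0.5 mM) and ADP (0.1 mM) for 1 h at room temperature. Luciferase read-out of ATP.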
Pf growth 96h: Primary qHTS for delayed death inhibitors of the malarial parasite plastid, 96 hour incubation. actives 6.9% (n = 320,000). Potency, µM (titrated, usually from 28.7 µM), without a hit: at the highest dose activity change, negative = inhibition, most hits filed as inhibitors. P. falciparum luciferase reporter growth, 96 h; further: potency means the concentration at half of the fitted maximal effect; on the % scale 0 is the no-effect control and ±100 the full control effect
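Plates of compound plus infected erythrocytes (2% hematocrit, 0.05% parasitemia final) incubate 96 hours, 37 C, 5% CO2. Detection reagent added; reduced luminescence from the parasites' luciferase reporter flags inhibition.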
Cycloheximide cs: Cycloheximide Counterscreen for Small Molecule Inhibitors of Shiga Toxin; actives 12% (n = 300,000); AID 2314, 2010; cell reporter, cycloheximide protein synthesis inhibition counterscreen; max response, %; in the data active means max response mostly above about 13%, no sharp cut-off; inactive means mostly below about 14%; further: read at 38.3 µM for the half of the compounds with a filed dose; 0% is about no effect
Pf growth 48h: Primary qHTS for delayed death inhibitors of the malarial parasite plastid, 48 hour incubation; Potency, µM (titrated, usually from 28.7 µM), for the others: at the top dose activity change, negative = inhibition, hits mostly inhibitors; actives 5.9% (n = 310,000); P. falciparum luciferase growth in erythrocytes, 48 h; further: potency means the concentration at half of the fitted maximal effect; on the % scale 0 is the no-effect control and ±100 the full control effect
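In quantitative HTS format, infected erythrocytes bearing luciferase-reporter parasites were treated for a single generation at 37 C. Luminescence after adding detection reagent served as the growth measure.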
AmpC inh no detg: qHTS Inhibitors of AmpC Beta-Lactamase (assay without detergent) | P00811 | AmpC nitrocefin hydrolysis, absorbance 480 nm, 0.0001% Triton | Potency, µM (top dose mostly 57.1 µM), without a hit: at the highest dose activity change, negative = inhibition, usual class: inhibitors | actives 0.52% (n = 330,000) | AID 485341, 2010;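 further: potency means the concentration at half of the fitted maximal effect; plate controls were no compound for no effect and no enzyme for full effect; nearly all actives have a fitted effect of over 20% in size; some results filed as inactive show a strong effect at the top dose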
Target sequence (P00811 whole entry, looked up): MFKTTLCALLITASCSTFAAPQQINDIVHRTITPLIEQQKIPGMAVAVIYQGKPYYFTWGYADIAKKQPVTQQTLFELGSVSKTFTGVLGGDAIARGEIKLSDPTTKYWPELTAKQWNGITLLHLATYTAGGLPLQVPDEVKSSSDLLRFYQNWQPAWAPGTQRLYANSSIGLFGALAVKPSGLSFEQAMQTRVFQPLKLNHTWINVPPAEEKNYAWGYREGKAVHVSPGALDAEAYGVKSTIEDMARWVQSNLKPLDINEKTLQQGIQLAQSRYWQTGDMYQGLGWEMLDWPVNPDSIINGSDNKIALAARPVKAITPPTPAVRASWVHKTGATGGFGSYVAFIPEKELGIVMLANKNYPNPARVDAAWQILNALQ
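20 mM phosphate pH 7.0 + 0.01% (detergent screen) or 0.0001% Triton X-100; 5.3 nM AmpC reagent; cpd preinc 15 min RT; nitrocefin (800 uM stock) to start; A480 q20 s × 4 min; Activity was normalised to no-enzyme and no-compound control wells.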
Tb PYK inh: qHTS of Trypanosoma Brucei Inhibitors; Potency, µM (top dose mostly 76.8 µM), for inactives: at the top dose activity, negative = inhibition, hits mostly inhibitors; TbPYK enzyme, Kinase-Glo Plus ATP luminescence, 45 min; pyruvate kinase (Trypanosoma brucei), Q57TT1; actives 0.12% (n = 410,000); further: potency means the concentration at half of the fitted maximal effect; on the % scale 0 is the no-effect control and ±100 the full control effect; nearly all actives have a fitted effect of over 50% in size
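Glycolytic pyruvate kinase of T. brucei was incubated with substrate, test compound and 130 uM ADP for 45 minutes at room temperature. Luminescent Kinase-Glo Plus signal was measured after 10 minutes.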
Shiga toxin inh: A qHTS for Small Molecule Inhibitors of Shiga Toxin. Vero cells, Shiga toxin protein synthesis inhibition reporter. actives 9.2% (n = 290,000). inhibition, % at 38.7 µM; in the data active means inhibition mostly above about 28%, no sharp cut-off; inactive means mostly below about 43%; further: 0% is about no effect
The depositor's hits bear a star; ? = inconclusive; nt = not tested or not shown; & = joins results of further samples; [ ] = another dose, or the depositor's remark. Unless noted, the call rests on the fitted dose curve; in most records, active means well fitted curve in the direction sought with a large enough effect; inconclusive means small, poorly fitted or top-dose-only effect, or another doubt; inactive means no such curve, though single readings can be large; an effect the other way counts as inactive or inconclusive.

SMILES | LmPK inhibitor | Pf growth 96h | Cycloheximide cs | Pf growth 48h | AmpC inh no detg | Tb PYK inh | Shiga toxin inh
NS(=O)(=O)c1ccc(NC(=S)Nc2nn(Cc3ccc(Cl)cc3Cl)cc2Cl)cc1 | 1% | ? | -3 | -8% | -59% | -12% | -8
O=C(c1ccc([N+](=O)[O-])cc1)N1CCN(C(=O)C2CCCCC2)CC1 | -2% | 33% | -2 | 1% | 10% | 2% | -6
COc1ccccc1NC(=O)Nc1nnc(CC(=O)Nc2cccc(C)c2)s1 | 1% | ? | -3 | 63%[activator] | -37% | 5% | 0
O=C1CSC(c2ccccc2)N1CCc1ccccc1 (stereo not drawn) | 16% | 235%[activator] | 2 | 28% | -14% | -5% | nt
C=CC[n+]1c(-c2ccc(OC)c(OC)c2)csc1NNC(=O)Nc1ccccc1 | 2% | 9.3µM* | -2 | 7.4µM* | 47% | 3% | -17
Cc1cccc(Nc2nnc(SCC(=O)Nc3ccccc3[N+](=O)[O-])s2)c1 | 4% | ? | 2 | 10% | -34% | 6% | -4
CCOc1ccc(/C=N/NC(=O)Cc2csc(Nc3cccc(C(F)(F)F)c3)n2)cc1 | 2% | nt | 7 | 9.3µM* | -25% | -3% | -5
COc1ccc(CCCC(=O)NCCc2ccccc2)c(C)c1 | 6% | ? | 1 | ? | -3% | -13% | 13
CN(C)C(=O)c1cc(C(=O)c2ccc(C(F)(F)F)cc2)c[nH]1 | 5% | 153%[activator] | 16* | nt | -9% | 3% | 21
Cc1ccc(S(=O)(=O)N2CCN(CC(=O)N(CC(C)C)c3c(N)n(CC(C)C)c(=O)[nH]c3=O)CC2)c(C)c1 | -3% | 4.1µM* | -1 | ? | 45% | -1% | -12
O=C(Nc1ccc(O)c2c(=O)cc(-c3ccccc3Cl)oc12)c1ccccc1Cl | 2% | ? | 5&-5 | ? | -23% | 5% | -8
CCOC(=O)C1CCN(C(=O)Cc2cccc3ccccc23)CC1 | 1% | -17% | 5 | ? | 10% | -10% | 34
Cc1ccc(SCC(=O)Nc2ccc3c(c2)C(=O)NC3=O)cc1 | 0% | 34%[activator] | -3 | -5% | -35% | -7% | -1
CCCCn1c(N)c(N(CCC(C)C)C(=O)c2cccc(-n3cnnn3)c2)c(=O)[nH]c1=O | nt | 3% | nt | 0% | -8% | -1% | nt
O=C(O)c1ccc(NC(=O)c2cn(-c3ccccc3)nc2-c2cccc(Cl)c2)cc1 | 1% | 12µM* | -4 | 3% | -59% | -1% | -2
Cc1ccc(N(CC(=O)Nc2cc(C)cc(C)c2)S(=O)(=O)c2c(C)noc2C)cc1 | -5% | -5% | 5 | -14% | 14% | 1% | 3
O=C(CN1CCCC1)NC(=O)NC1CCCC1 | 0% | -1% | 5 | 24% | -9% | -3% | 18
CCN1C(=O)c2cccc3c(NC(=O)c4ccc(OC)c(OC)c4)ccc1c23 | -4% | ? | -5 | ? | ? | 2% | 7
COc1ccc(C(=O)/C=C/C(=O)N(CC(=O)NC2CCCCC2)Cc2cccs2)c(O)c1 | -6% | 14% | 1 | ? | 23% | ? | 9
COc1ccc(C(C(=O)NC2CCCC2)N(Cc2cccs2)C(=O)c2ccn[nH]2)cc1OC (stereo not drawn) | 5% | 10% | 0 | -5% | 3% | 3% | -15
CC1(c2ccc3c(c2)OCCCO3)NC(=O)N(CC(=O)Nc2cccc(C#N)c2)C1=O (stereo not drawn) | nt | -7% | nt | 4% | -19% | 1% | nt
CCCCC(=O)N=c1sc2cc([N+](=O)[O-])ccc2n1C | -1% | 6% | 14 | ? | -12% | -4% | 32
COc1cccc(NC(=O)CCc2nc(-c3cccs3)no2)c1 | 7% | ? | 6 | ? | -17% | 1%&2% | 4
CC1CN(C(=O)c2ccc(NS(=O)(=O)c3cccc(Cl)c3)cc2)CC(C)O1 (stereo not drawn) | -3% | -4% | -2 | 12% | 11% | -13% | 6
Cc1ccc(C(=O)NC2CCN(CC(=O)Nc3ccccc3Cl)CC2)cc1 | -5% | 20% | -1 | -5% | 22% | -1% | -4
Later entries
SMILES | LmPK inhibitor | Pf growth 96h | Cycloheximide cs | Pf growth 48h | AmpC inh no detg | Tb PYK inh | Shiga toxin inh
O=C(O)C(Cc1cnc[nH]1)NS(=O)(=O)c1ccc(Cl)cc1 (stereo not drawn) | -4% | 15% | 1 | -1% | -9% | -4% | -8
CC12CC(c3ccccc3O1)N(C(=O)c1ccco1)C(=S)N2c1ccc(F)cc1 (stereo not drawn) | -1% | nt | -2 | ? | -22% | -7% | -14
CC1(C)Cc2c(C#N)c(N)sc(=S)c2CS1 | 7% | 15% | -3 | 3% | -40% | ? | -2
CCOc1ccc(NC(=NCc2ccc3c(c2)OCO3)SC2CC(=O)N(c3ccccc3)C2=O)cc1 (stereo not drawn) | 7% | ? | -1 | ? | -33% | 2% | 14
Cc1cc(Cl)cc(Cl)c1OCCCCN(C)C | -5% | 8% | 47* | ? | -9% | -11% | -17
CCOC(=O)c1ccccc1NC(=O)[C@@H]1CCCN1C(=O)OC(C)(C)C | -3% | -22% | 1 | -23% | 40% | -2% | 2
O=C(CCn1c(=O)c2ccccc2n(Cc2ccccc2)c1=O)NC1CCN(Cc2ccccc2)CC1 | 1% | 8.3µM* | -3 | ? | 0% | 0% | 0
O=C(CCCC(=O)Nc1ccc(Br)cc1)N/N=C/c1ccccc1 | 3% | 23% | -2 | 31%[activator] | -1% | -9% | 7
COc1ccc2c(C(=O)CN3CCC(C)CC3)c[nH]c2c1 | 6% | 20% | 9 | nt | -11% | nt | 27
O=C(NCc1ccco1)/C(=C\c1cccs1)NC(=O)c1ccco1 | 0% | 4.1µM* | -2 | 35%[activator] | -8% | 0% | 5
COc1ccc(CNC(=O)c2ccc(-c3ccccc3)cc2)cc1OC | -2% | 32%[activator] | 1 | 2% | -16% | -6% | 3
COc1ccc(-c2cc(C(F)(F)F)n3nc(C(=O)O)nc3n2)cc1 | -5% | ? | -7 | 8% | -13% | 2% | -8
O=C(CCCN=C1NS(=O)(=O)c2ccccc21)OCC(=O)c1ccc(F)c(F)c1 | nt | 64%[activator] | nt | -13% | -14% | -6% | nt
CC(C)(C)c1cc(C(=S)N2CCN(CCO)CC2)cc(C(C)(C)C)c1O | 0% | -2% | -3 | ? | 138%[activator] | ? | -15
NS(=O)(=O)c1ccc(NC(=S)NC(=O)C2CCCC2)cc1 | -2% | 1.9µM* | 9 | -13% | -28% | -1% | -2
NC(=S)Nc1ccc(C(F)(F)F)cc1Cl | -8% | 32%[activator] | -3 | ? | -23% | -5% | -6
CC(C)c1cc(C(=O)NC2CCCCC2)no1 | -2% | -14% | 35* | 259%[activator] | -5% | 4% | 11*
CCCc1nn(C)c(C(=O)Nc2ccc(Cl)cc2)c1Cl | -3% | 2% | 25* | 11% | -14% | 6% | 43
O=C(CCNC(=O)c1ccc([N+](=O)[O-])cc1)NNC(=O)c1ccncc1 | -9% | -21% | 1 | -16% | -11% | -9% | 2
CCN1CCN(Cc2nc3c(c(=O)n(C)c(=O)n3C)n2CCCc2ccccc2)CC1 | -3% | nt | 9 | 10% | -8% | nt | -4
CN(CCO)c1nc(NCc2ccccc2)c2cnn(C)c2n1 | 0% | -2% | -1 | 13% | -6% | 0% | -3
Cc1ccccc1C(=O)c1cccn1CC(=O)NCc1ccccc1 | 6% | 1% | 26* | 28% | -11% | -1%&4% | 30*
COc1ccc(Cc2nnc(SCc3nc4ccccc4c(=O)[nH]3)n2C)cc1 | -10% | nt | -7 | -6% | -24% | 1% | -40
COc1cc(C)c(Cl)cc1S(=O)(=O)N1CCSC1 | 1% | 12µM* | -1 | -3% | -20% | 3% | -5
COc1ccc(C)cc1NC(=O)Nc1ccccc1 | 1% | -12% | 6 | nt | -30% | 0% | -3
COc1cc(C(=O)NC2CCCC(C)C2C)ccc1OCC(=O)N1CCOCC1 (stereo not drawn) | nt | -9% | nt | 9% | 64%[activator] | 0% | nt
Cc1ccc(NC(=O)C(C)Sc2nnc(C)n2C)cc1 (stereo not drawn) | 24% | 174%[activator] | -2 | 19% | 321%[activator] | 7% | nt
COc1ccc(C2(c3ccc(OC)cc3)NC(=O)N(CC(=O)NC3(C#N)CCCC3)C2=O)cc1 | nt | ? | nt | ? | -14% | -6% | nt
O=C(Nc1ccccc1)c1ccc(C(=O)Nc2ccccc2)nc1 | -11% | 8% | 16 | 46%[activator] | -21% | -21% | 49*
Cc1ccc(-c2cc(C(=O)N/N=C/C=C/c3ccco3)c3ccccc3n2)cc1C | -4% | nt | 26 | -17% | -24% | -6% | 93

Record cards (already shown):
Results for COc1ccc(C)cc1NC(=O)Nc1ccccc1 : LmPK inhibitor: 1%; Pf growth 96h: -12%; Cycloheximide cs: 6; Pf growth 48h: nt; AmpC inh no detg: -30%; Tb PYK inh: 0%; Shiga toxin inh: -3
Results for COc1ccc(CNC(=O)c2ccc(-c3ccccc3)cc2)cc1OC : LmPK inhibitor: -2%; Pf growth 96h: 32%[activator]; Cycloheximide cs: 1; Pf growth 48h: 2%; AmpC inh no detg: -16%; Tb PYK inh: -6%; Shiga toxin inh: 3
Results for CCOC(=O)c1ccccc1NC(=O)[C@@H]1CCCN1C(=O)OC(C)(C)C : LmPK inhibitor: -3%; Pf growth 96h: -22%; Cycloheximide cs: 1; Pf growth 48h: -23%; AmpC inh no detg: 40%; Tb PYK inh: -2%; Shiga toxin inh: 2

Reformatted with each value named: part of the list above
SMILES: COc1cc(C(=O)NC2CCCC(C)C2C)ccc1OCC(=O)N1CCOCC1 (stereo not drawn)
  LmPK inhibitor: nt
  Pf growth 96h: -9%
  Cycloheximide cs: nt
  Pf growth 48h: 9%
  AmpC inh no detg: 64%[activator]
  Tb PYK inh: 0%
  Shiga toxin inh: nt

SMILES: O=C(CCCN=C1NS(=O)(=O)c2ccccc21)OCC(=O)c1ccc(F)c(F)c1
  LmPK inhibitor: nt
  Pf growth 96h: 64%[activator]
  Cycloheximide cs: nt
  Pf growth 48h: -13%
  AmpC inh no detg: -14%
  Tb PYK inh: -6%
  Shiga toxin inh: nt
